GPR55 LPI antagonism – GPR55 antagonists blocking LPI-driven arrestin recruitment, primary screen, imaging, U2OS, beta-arrestin-GFP, LPI agonist (AID 2013); U2OS GPR55 beta-arrestin-GFP translocation imaging, LPI antagonism; higher % means a stronger effect; inhibition, % at 10 µM, or IC50 in µM where a hit was titrated; 290,000 compounds, 0.13% hits;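 active means spots per cell inhibited over 60%, with over 100 cells counted and total cytoplasm intensity under 500,000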;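 further: U2OS cells stably carrying GPR55 and arrestin-GFP stimulated by 5 µM LPI near EC80; imaged beta-arrestin-GFP aggregate spots per cell after agonist stimulation; plate controls were LPI-stimulated DMSO wells for no effect and DMSO wells without LPI for full effect; some results filed as inactive read as strong as hits; confirmed hits need IC50 under 10 µM and bright autofluorescent wells are also inconclusive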
NOD1 NF-kB reporter – NOD1 signaling inhibitors, primary screen, cell-based, luminescence, uHTS (AID 1578); NOD1-driven NF-kB luciferase reporter cells, luminescence; higher % means a stronger effect; inhibition, % at 4 µM, or EC50 in µM where a hit was titrated; 290,000 compounds, 1% hits; in the data active means inhibition mostly above about 36%, no sharp cut-off; inactive means mostly below about 34%;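 further: HEK-293T reporter cells stimulated with the NOD1 agonist gamma-tri-DAP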
GPR55 activation – selective activators of receptor GPR55 – imaging, U2OS cells, beta-arrestin-GFP redistribution, primary screen (AID 1961) | U2OS GPR55 beta-arrestin-GFP redistribution imaging; higher % means a stronger effect | activation, % at 10 µM; hits with a dose series show EC50 in µM | 290,000 compounds, 0.048% hits;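 active means activation above 40% with more than 50 cells counted in the well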;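 further: U2OS osteosarcoma cells stably expressing GPR55 and beta-arrestin-GFP; plate controls were DMSO negative control for no effect and LPI positive control for full effect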
KOR beta-arrestin-1 – KOR antagonists, beta-arrestin recruitment, cell-based, luminescence, uHTS (AID 1778) | KOR beta-arrestin recruitment, luminescence, antagonist mode; higher % means a stronger effect | 290,000 compounds, 0.091% hits | inhibition, % at 10 µM; hits with a dose series show IC50 in µM; in the data active means inhibition above about 50%; further: strong numbers were not always called active
SIAH1 antagonists – Siah-1 peptide-binding antagonists, primary screen, biochemical, fluorescence polarization, rhodamine-plectin, uHTS (AID 1817) | Siah-1 / rhodamine-plectin peptide fluorescence polarization; higher % means a stronger effect | one-dose displacement, % at 20 µM; IC50 in µM for titrated hits | 290,000 compounds, 0.02% hits;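 active means displacement of at least 50% at 20 µM, with a fluorescence ratio check between 0.3 and a set limit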;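 further: plate controls were Siah plus tracer with DMSO for no effect and tracer alone without Siah for full effect; strong numbers were not always called active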
KOR beta-arrestin-2 – kappa opioid receptor activators – cell-based, luminescence, uHTS, primary screen (AID 1777). KOR beta-arrestin recruitment, luminescence; higher % means a stronger effect. activation, % at 10 µM; hits with a dose series show EC50 in µM. 280,000 compounds, 0.02% hits; in the data active means activation above about 50%, passing the limit was not always enough; further: a part of the inactive calls stands beside numbers as strong as those of hits
AID2073 – inhibitors of Mint1-CaV2.2 protein interaction, biochemical, HTRF (AID 2073) | 290,000 compounds, 0.19% hits | HTRF protein-protein interaction, Mint1-CaV2.2; higher % means a stronger effect | one-dose inhibition, % at 20 µM; IC50 in µM for titrated hits; in the data active means inhibition mostly above about 51%, no sharp cut-off; further: some results filed as inactive read as strong as hits
GPR35 antagonists – GPR35 antagonists blocking zaprinast-driven arrestin recruitment, primary screen, imaging, U2OS, beta-arrestin-GFP, zaprinast agonist (AID 2058); inhibition, % at 10 µM; hits with a dose series show IC50 in µM; U2OS GPR35 beta-arrestin-GFP translocation imaging, zaprinast antagonism; higher % means a stronger effect; 290,000 compounds, 0.052% hits;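 active means inhibition of at least 50% with at least 30 cells and total cytoplasm GFP at most 10,000,000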
HIV peptide binding – inhibitors of HIV fusion peptide binding, primary screen, biochemical, uHTS, fluorescence dequenching (AID 1986); cell-free peptide binding, fluorescence dequenching, 30 min; higher % means a stronger effect; inhibition, % at 20 µM; hits with a dose series show IC50 in µM; 290,000 compounds, 0.3% hits; in the data active means inhibition mostly above about 52%, no sharp cut-off; inactive means mostly below about 76%; further: some results filed as inactive read as strong as hits
* = called active by the depositor; . = no result given; [ ] = dose if it differs, or a comment.

entry	GPR55 LPI antagonism	NOD1 NF-kB reporter	GPR55 activation	KOR beta-arrestin-1	SIAH1 antagonists	KOR beta-arrestin-2	AID2073	GPR35 antagonists	HIV peptide binding	mol
1	7%	-33%	0.0%	-15%	-7%	-6.0%	2%	-14%	-1.4%	Cc1nnc(SCc2ccccn2)n(N)c1=O
2	-1%	-1%	0.0%	-6%	-3%	-3.7%	2%	6%	-0.8%	COc1ccc(/C(C)=N/N2CCCCC2)c(O)c1
3	-3%	-16%	0.2%	19%	2%	-3.5%	5%	2%	8.6%	O=C(COC(=O)c1ccc(Cl)nc1)NCc1ccc2c(c1)OCO2
4	13%	-39%	0.3%	-13%	-5%	-2.5%	1%	3%	-1.2%	CCN(CC)CCNS(=O)(=O)c1ccc(C(=O)NN)cc1
5	-16%	-12%	-0.2%	21%	1%	-2.0%	12%	-5%	1.0%	O=C(NCC(=O)N(Cc1ccco1)C(C(=O)NC1CCCCC1)c1cccnc1)c1ccco1 (configuration not stated)
6	11%	-32%	-0.3%	-6%	5%	-7.6%	8%	-15%	13%	COC(=O)c1cc(C(=O)OC)n(Cc2ccc(C)cc2)c1C
7	1%	-30%	-0.6%	6%	-6%	-3.9%	-6%	11%	-1.4%	CC1Cc2ccccc2N1C1=CC(=O)CCC1 (configuration not stated)
8	12%	20%	-0.1%	20%	8%	-3.9%	0%	-2%	-0.5%	CCC(=O)N1CCN(c2ccc(NC(=O)c3ccc(C#N)cc3F)cc2Cl)CC1
9	9%	-15%	-0.4%	8%	-1%	-0.8%	-17%	-11%	-1.1%	COCC(C)Nc1nc(C)c(C(C)=O)s1 (configuration not stated)
10	7%	-9%	0.4%	20%	2%	-4.3%	-1%	-8%	-1.3%	Cc1ccc(CN2CCN(c3cccc4[nH]ccc34)CC2)cc1

Looked up by compound from the list above, two records:
entry	GPR55 LPI antagonism	NOD1 NF-kB reporter	GPR55 activation	KOR beta-arrestin-1	SIAH1 antagonists	KOR beta-arrestin-2	AID2073	GPR35 antagonists	HIV peptide binding	mol
9	9%	-15%	-0.4%	8%	-1%	-0.8%	-17%	-11%	-1.1%	COCC(C)Nc1nc(C)c(C(C)=O)s1 (configuration not stated)
3	-3%	-16%	0.2%	19%	2%	-3.5%	5%	2%	8.6%	O=C(COC(=O)c1ccc(Cl)nc1)NCc1ccc2c(c1)OCO2

More results follow:
entry	GPR55 LPI antagonism	NOD1 NF-kB reporter	GPR55 activation	KOR beta-arrestin-1	SIAH1 antagonists	KOR beta-arrestin-2	AID2073	GPR35 antagonists	HIV peptide binding	mol
11	-4%	0%	-0.1%	5%	-4%	-4.4%	15%	4%	-1.4%	CCSc1nnc2ccc(-c3ccc(OC)c(OC)c3)nn12
12	4%	-54%	0.1%	-28%[20 µM]	6%	-1.7%	12%	-8%	1.7%	COc1cc(OC)cc(C(=O)Nc2ccc3c(c2)OCCO3)c1
13	4%	-28%	-0.1%	20%	0%	-11%	-5%	3%	-3.5%	O=C(O)CC1(Cc2nc(-c3cccs3)no2)CCCC1
14	11%	-1%	0.2%	17%	2%	4.9%	-4%	-6%	0.3%	COc1ccc(NC(=O)NCCCN2CCCCC2C)cc1 (configuration not stated)
15	11%	-11%	0.0%	-18%	-2%	-5.7%	14%	3%	-2.2%	COc1cc(NS(=O)(=O)c2ccc(NC(=O)CCC(=O)O)cc2)nc(OC)n1
16	9%	.	-0.2%	20%	4%	-0.8%	-3%	-24%	0.3%	O=S(=O)(Nc1ccc2c(c1)OCCO2)c1cccs1
17	4%	-8%	0.4%	13%	8%	-4.9%	-4%	-8%	-0.6%	O=C(C1CCCCC1)N1CCC(O)(c2ccc(Cl)cc2)CC1
18	0%	-6%	0.0%	12%	-3%	7.0%	8%	-11%	0.0%	Cn1cc(CCC(=O)NC2CC(C)(C)Cc3c2cnn3-c2ccc(F)cc2)cn1 (configuration not stated)
19	-1%	-28%	-0.2%	-17%	0%	-0.6%	0%	-1%	0.6%	C/C(=N\NC(=O)c1c(Cl)cnn1C)c1cccc(NC(=O)COc2ccccc2)c1
20	12%	-16%	0.8%	-22%	-7%	-0.3%	0%	-5%	-2.9%	NNc1nc(Nc2ccccc2)nc(Nc2ccccc2)n1
21	3%	-22%	-0.2%	9%	5%	-1.7%	10%	1%	0.4%	O=C(CSc1ccc2nnc(CCNC(=O)c3ccccc3)n2n1)Nc1ccccc1F
22	1%	2%	-0.2%	-14%	-2%	22%	18%	-8%	-1.6%	COc1ccc(S(=O)(=O)N2CCCC2C(=O)Nc2nnc(-c3cccnc3)s2)cc1 (configuration not stated)
23	-9%	-28%	-0.2%	-8%	3%	-0.1%	-10%	-6%	-1.2%	CCOc1ccc(/C=C/c2c([N+](=O)[O-])c(=O)n(C)c(=O)n2C)cc1
24	-4%	-16%	0.1%	4%	8%	4.7%	14%	7%	-2.4%	COC(=O)CSc1ccc2nnc(CCNS(=O)(=O)c3ccc(C)cc3)n2n1
25	-11%	12%	0.6%	-2%	2%	-3.1%	8%	-12%	-1.9%	O=C1OCC(c2ccccc2)=C1c1ccccc1
26	50%	6%	-0.1%	-25%	-2%	0.8%	2%	-4%	0.6%	CCCn1c(O)c(/C=C2\C=NN=C2c2ccccc2)sc1=S
27	18%	-25%	0.0%	-10%	7%	-1.6%	0%	-7%	6.6%	CC1CC(C)CN(C(=O)CSc2nc3ccsc3c(=O)n2Cc2ccccn2)C1 (configuration not stated)
28	-7%	-32%	-0.2%	13%[20 µM]	2%	-2.0%	6%	-14%	1.0%	NS(=O)(=O)c1cccc(NC(=O)c2cc3ccccc3o2)c1
29	-2%	51%*	0.0%	31%	-7%	-5.9%	1%	3%	-1.0%	Cc1ccc(NC(=S)N=Nc2c(O)[nH]c3ccccc23)cc1
30	6%	-1%	0.0%	-2%	-2%	0.1%	21%	3%	-1.5%	CCOc1ccc(S(=O)(=O)NCc2cccnc2)cc1
31	14%	-13%	-0.1%	-33%[20 µM]	1%	.	-8%	4%	2.4%	CN(Cc1ccon1)C(=O)CC1C(=O)NCCN1CC1CCCCC1 (configuration not stated)
32	13%	9%	2.1%	5%	-5%	1.9%	-2%	1%	-3.2%	O=C(NCc1cccs1)c1cc(S(=O)(=O)N2CCCCC2)ccc1Cl
33	9%	-20%	0.3%	-17%	3%	5.4%	-6%	2%	-3.6%	CCOC(=O)C1CN(S(=O)(=O)c2ccc(C)cc2)c2cc(S(=O)(=O)CC)ccc2O1 (configuration not stated)
34	1%	3%	2.5%	2%	-5%	-3.0%	-3%	0%	-2.5%	CN(C)c1cccc(C(=O)OCC(=O)N2CCc3ccccc3C2)c1
35	8%	-52%	0.3%	-34%	4%	1.7%	25%	-22%	2.8%	COC(=O)c1sccc1NC(=O)c1ccc(C)s1
36	5%	-22%	-0.1%	-5%	-2%	3.6%	4%	2%	0.1%	Cc1cc(C(=O)N2CCC(Cc3ccccc3)CC2)c(C)o1
37	-7%	-32%	-0.2%	-14%[20 µM]	5%	-3.8%	-4%	5%	-0.9%	COc1ccc(-c2cn(CC3CCCCC3)nn2)cc1
38	-1%	-4%	-0.2%	0%	2%	-4.0%	1%	-10%	-0.8%	COc1ccc(N(CC(=O)Nc2cccnc2)S(=O)(=O)c2ccc(C)cc2)cc1Cl
39	0%	-23%	0.5%	-10%	-2%	-3.9%	-8%	3%	0.4%	CCN(CC)S(=O)(=O)c1ccc(N2CCCC2)c(NS(=O)(=O)c2ccc([N+](=O)[O-])cc2)c1
40	2%	2%	-0.1%	-13%	4%	-0.2%	13%	15%	1.9%	Cc1cc(=O)oc2c(C)c(OC(C)C(=O)NC3CCN(Cc4ccccc4)CC3)ccc12 (configuration not stated)
41	18%	23%	-0.1%	-1%[20 µM]	22%	-0.2%	-18%	-4%	0.7%	O=[N+]([O-])c1ccc(N2CCN(Cc3ccc(Br)o3)CC2)cc1
42	16%	5%	0.0%	-14%	2%	10%	-12%	3%	-1.8%	CCCOc1cccc(C2C(C(=O)c3cccs3)=C(O)C(=O)N2Cc2cccnc2)c1 (configuration not stated)
43	1%	-38%	0.5%	-19%	2%	-0.7%	-16%	3%	1.4%	CNC(=S)NCCN1CCOCC1
44	5%	-6%	-0.4%	10%	10%	-3.7%	6%	-16%	0.4%	COc1ccc(CCNC(=O)C(NS(=O)(=O)c2ccc3c(c2)CCN3C(C)=O)C(C)C)cc1OC (configuration not stated)
45	1%	-6%	-0.2%	-28%	10%	8.0%	10%	16%	-0.1%	CC(/C=C/C=C/c1ccccc1)=N/NC(=O)c1ccc2c(c1)OCCO2
46	10%	8%	-0.1%	-19%	-1%	-6.9%	2%	14%	0.6%	CCOC(=O)Cc1c(C)c2c(C)[nH]nc2oc1=O
47	-4%	1%	-0.3%	-22%	-4%	0.9%	-7%	-15%	-4.1%	COc1ccccc1-c1ccc(SCC(=O)NCc2ccc3c(c2)OCO3)nn1
48	-21%	-27%	-0.6%	-35%	0%	1.9%	16%	-4%	8.2%	Cc1cc2cc(CNC(=S)NCc3ccccc3)ccc2n1C
49	11%	-13%	0.3%	-12%	0%	0.6%	0%	5%	-0.4%	COc1ccc(N2CC(C)(C)C2=O)cc1
50	-4%	-21%	0.0%	-17%	3%	-2.5%	0%	6%	-1.8%	O=C(CNC(=O)c1ccc2c(c1)OCCO2)N/N=C/c1ccc([N+](=O)[O-])cc1
51	16%	-89%	-0.1%	9%	14%	8.5%	11%	2%	14%	Cc1cc(C(=O)CN2C(=O)NC3(CCCCC3C)C2=O)c(C)n1Cc1cccs1 (configuration not stated)
52	-2%	-23%	0.7%	-3%	-5%	-3.1%	-4%	-7%	-0.9%	COCCCNC(=O)c1cc(C(=O)Cc2ccccc2)c[nH]1
53	-12%	0%	0.7%	-28%	3%	-1.3%	12%	0%	-0.7%	CS(=O)(=O)c1ccc(Cl)c(NC(=O)COC(=O)c2cccc(C#N)c2)c1
54	1%	6%	0.1%	-12%	-4%	5.5%	20%	-7%	-1.2%	CC(C)(C)NC(=S)NCc1cccnc1
55	-9%	8%	0.0%	5%	-3%	0.8%	-8%	11%	1.3%	C/C(=N\OCC(=O)O)c1ccc(Cl)cc1
56	10%	-77%	0.2%	9%	11%	-0.3%	-5%	9%	1.8%	O=C(Nc1cccc([N+](=O)[O-])c1)N1CCc2ccccc2C1
57	1%	-4%	0.0%	10%	2%	2.9%	20%	2%	14µM*	COc1cc(/C=C2\C(=N)N3N=C(S(C)(=O)=O)SC3=NC2=O)cc(OC)c1OCCOc1cccc(C)c1
58	12%	-3%	0.1%	-5%	0%	-6.2%	-4%	14%	-3.1%	COc1cccc(OC)c1C(=O)Nc1c(C)n(C)n(-c2ccccc2)c1=O

Screening data from PubChem BioAssay.

A portion of the library, so the mix of outcomes need not match the whole.
